Compound activity from PubChem BioAssay.
STAT3 blocker – STAT3 signaling inhibition. U3A cells, IL-6 STAT3-luciferase reporter, luminescence; host cell line lacks STAT1. inhibition, % at 5.5 µM. hit rate 0.89% among 190,000. AID 862;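 active = inhibition above the mean inhibition across all screened compounds plus 3 SD, cut at about 44% in these data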;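 note: 0% = DMSO only wells and 100% = 100 µM nifuroxazide control wells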
STAT1 inh – STAT1 signaling inhibition. inhibition, % at 5.5 µM. hit rate 0.35% among 200,000. NIH 3T3 STAT1-luciferase reporter, IFN-gamma, luminescence. AID 920;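 active = inhibition above a set limit, the mean inhibition across all tested compounds plus 3 SD, cut at about 34% in these data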;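 note: 0% = IFN-gamma with DMSO and 100% = IFN-gamma with 300 µM nifuroxazide; values of inactives mirror those of a sister screen read the other way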
STAT3 activator – increases IL-6 driven STAT3 reporter signal. activation (% of control), % at 5.6 µM. hit rate 0.91% among 190,000. U3A cells, IL-6 STAT3-luciferase reporter, luminescence; 100% = signal with IL-6 EC80 alone;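 active = activation above the screen-wide mean of compound activation plus 3 SD, cut at about 130% in these data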;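 note: 0% = background luminescence of wells with medium and substrate only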
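Material: STAT1-lacking human U3A cells, STAT3 luciferase reporter | Benchmarks: IL-6-only wells as 100% reference | Probe or stimulus: IL-6 (33 ng/mL) | Timing: Compound 1 h, then IL-6 6 h at 37 °C | Detection: Luminescence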
STAT1 activator – activators of IFN-gamma induced STAT1 signaling; NIH 3T3 STAT1-luciferase reporter, luminescence; 100% = IFN-gamma alone, no compound; activation (% of control), % at 5.5 µM; hit rate 2.6% among 200,000; AID 932;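 active = activation above the screen-wide mean activation plus 3 SD, cut at about 130% in these data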;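 note: raw ratio to IFN-gamma control signal so 100% means no change and 0% no light; values of inactives mirror those of a sister screen read the other way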
TLR4 MyD88 comp – inhibitors of human TLR4-MyD88 binding; O00206+Q99836; HeLa CL3-4 TLR4/MyD88 BLA complementation, FRET ratio; inhibition, % at 8.4 µM; hit rate 0.18% among 200,000; AID 861; in the data active = inhibition above about 25%;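 note: 0% = vehicle and 100% = reference inhibitor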
Target sequence (O00206 whole entry, looked up): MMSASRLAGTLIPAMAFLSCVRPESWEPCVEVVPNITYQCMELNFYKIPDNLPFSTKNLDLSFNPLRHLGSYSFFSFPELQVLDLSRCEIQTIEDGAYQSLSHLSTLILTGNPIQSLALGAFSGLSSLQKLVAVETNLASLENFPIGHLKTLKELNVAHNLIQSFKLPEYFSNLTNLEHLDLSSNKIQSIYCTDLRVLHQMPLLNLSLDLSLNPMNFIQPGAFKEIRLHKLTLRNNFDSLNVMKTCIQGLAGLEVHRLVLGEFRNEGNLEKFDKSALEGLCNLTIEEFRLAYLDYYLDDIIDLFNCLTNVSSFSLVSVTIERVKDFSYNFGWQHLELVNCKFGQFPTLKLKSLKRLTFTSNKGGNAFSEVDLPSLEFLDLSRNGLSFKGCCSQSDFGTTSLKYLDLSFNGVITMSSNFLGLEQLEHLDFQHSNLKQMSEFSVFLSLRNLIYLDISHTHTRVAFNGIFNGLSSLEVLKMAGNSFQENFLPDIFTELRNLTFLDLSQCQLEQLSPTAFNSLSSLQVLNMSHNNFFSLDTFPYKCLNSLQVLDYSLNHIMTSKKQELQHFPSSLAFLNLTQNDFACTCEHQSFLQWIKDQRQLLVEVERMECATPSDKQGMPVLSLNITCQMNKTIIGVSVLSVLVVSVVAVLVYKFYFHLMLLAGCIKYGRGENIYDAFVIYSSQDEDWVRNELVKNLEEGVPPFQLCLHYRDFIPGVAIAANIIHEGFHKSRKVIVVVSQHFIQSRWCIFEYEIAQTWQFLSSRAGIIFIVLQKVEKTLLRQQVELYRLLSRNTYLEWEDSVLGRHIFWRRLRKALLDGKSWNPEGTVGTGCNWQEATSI
Target sequence (Q99836 whole entry, looked up): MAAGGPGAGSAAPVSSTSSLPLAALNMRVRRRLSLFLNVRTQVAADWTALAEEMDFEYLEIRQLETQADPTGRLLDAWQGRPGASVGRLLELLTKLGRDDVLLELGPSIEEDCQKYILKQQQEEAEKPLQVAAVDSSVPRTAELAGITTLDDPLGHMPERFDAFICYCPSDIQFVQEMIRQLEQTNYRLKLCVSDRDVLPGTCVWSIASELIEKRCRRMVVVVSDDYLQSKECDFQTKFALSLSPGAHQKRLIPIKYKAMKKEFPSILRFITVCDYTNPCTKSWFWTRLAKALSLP
DTT redox prof – compounds producing H2O2 with reducing agent – biochemical, NIH compound library profiling, artefact control for MLSCN library redox annotation, primary screen | DTT-dependent redox cycling H2O2, phenol red/HRP absorbance; 100% = 100 µM peroxide control, 0% = buffer | activation, % at 10 µM | hit rate 0.03% among 200,000 | AID 878;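 active = activation of at least 50% relative to the plate's high and low controls in the primary single-dose screen; inactive = activation below 50%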;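 note: compound incubated with DTT at 0.8 mM final as the reducing agent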
Hsp70 activator – Hsp70 transcriptional activation, primary screen | hit rate 0.04% among 200,000 | activation, % at 10 µM | AID 1203 | HeLa Hsp70 promoter luciferase reporter, luminescence; scaled: vehicle 0, proteasome-inhibitor control 100%;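 active = activation above the mean across all tested compounds plus 3 SD, cutoff set per campaign, cut at about 5.5% in these data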;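 note: 100% = MG132 at 30 µM as the positive control and 0% = DMSO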
NF-kB neuron act – compounds increasing NF-kB expression in human neuronal cells. AID 1239. NF-kB reporter expression; stronger effect = higher value. hit rate 1.6% among 190,000. fold change at 12.5 µM; in the data active = fold change above about 3.3
APP 5'UTR act – APP 5'UTR luciferase reporter activation. activation, % at 2 µM. SH-SY5Y APP 5'UTR luciferase reporter, luminescence; zero percent = DMSO vehicle wells. hit rate 1% among 190,000;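 active = activation above a set limit, based on mean plus 3 SD of controls, cut at about 140% in these data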; note: values of inactives mirror those of a sister screen read the other way
HMGR II inh – inhibitors of class II HMG-CoA reductase from Enterococcus faecalis. purified E. faecalis HMGR, NADPH absorbance 340 nm kinetic. inhibition, % at 10 µM. hit rate 0.41% among 190,000;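 active = inhibition above a set limit, the median over all tested compounds plus 3 SD, cut at about 9.5% in these data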;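 note: enzyme runs in reverse so mevalonate oxidation gives rising NADPH absorbance; 0% = complete reaction with DMSO and 100% = background rate lacking mevalonate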
Starred values were filed as active, the others as inactive; nt = no result given; & = joins results of further samples.

SMILES | STAT3 blocker | STAT1 inh | STAT3 activator | STAT1 activator | TLR4 MyD88 comp | DTT redox prof | Hsp70 activator | NF-kB neuron act | APP 5'UTR act | HMGR II inh
c1ccc(-n2cnnc2SCc2nc3ccccc3s2)cc1 | -39.4 | -21.1 | 140.4* | 119.3 | 3.0 | -0.7 | 0.3 | 1.22 | 57.4 | -4.1
CC1CC(C)CN(S(=O)(=O)c2ccc(C(=O)Nc3nnc(-c4cccs4)o3)cc2)C1 (configuration not stated) | 5.5 | 2.8 | 99.9 | 97.5 | 19.9 | 0.7 | 0.6 | 0.48 | -10.8 | -4.7
Cc1ccc(-n2cc(-c3ccccc3)c3c(=O)[nH]cnc32)cc1 | 4.8 | -2.4 | 94.2 | 104.5 | -8.0 | -0.3 | 0.0 | 1.04 | 0.5 | 1.6
CC1=C(C(N)=O)C(c2ccco2)C(C(N)=O)=C(C)N1 | 9.0 | -1.0 | 96.9 | 100.9 | -6.0 | 0.6 | 0.0 | 1.36 | 13.7 | -3.8
CC(C)[C@H](NC(=O)OCc1ccccc1)C(=O)NCc1ccccc1 | 11.4 | 4.8 | 93.3 | 95.7 | -0.2 | -0.7 | -0.3 | 1.05 | -4.3 | -3.9
Cc1nc(N2CCN(S(=O)(=O)c3ccccc3C#N)CC2)c2c(-c3cccs3)csc2n1 | -16.6 | 1.7 | 113.0 | 98.5 | -1.0 | 3.7 | -0.2 | 1.07 | -0.5 | -5.1
O=C1c2ccccc2C(=O)N1CCc1nc2ccccc2c(=O)n1CCCn1ccnc1 | -2.2 | 8.1 | 107.1 | 92.6 | -4.9 | 1.5 | -0.4 | 1.13 | 17.4 | -0.2
Cc1cnc(C(=O)N2CCN(S(=O)(=O)c3ccc4ccccc4c3)CC2)cn1 | 5.0 | 2.4 | 100.2 | 97.8 | 5.1 | 2.0 | -0.4 | 1.08 | -10.5 | 0.3
C=CCNc1cc(C(F)(F)F)nc(-c2ccccn2)n1 | -1.3 | 0.4 | 110.0 | 99.7 | 2.9 | 1.9 | -0.3 | 1.24 | -0.5 | -0.1
CC1(C)CC2CC(C)(CN2S(=O)(=O)c2ccc(C(=O)Nc3ccc(Cl)c(S(=O)(=O)N4CCOCC4)c3)cc2)C1 (configuration not stated) | 45.1* | 7.8 | 70.1 | 92.9 | 17.2 | 2.0 | -0.1 | 0.89 | -0.9 | -5.2
COc1ccccc1CC(=O)Nc1ccc(-c2noc(COc3ccc(Br)cc3)n2)cc1 | 9.8 | 11.4 | 95.4 | 89.4 | -0.9 | 0.6 | 0.0 | 1.04 | -1.4 | 0.9
CCOc1ccccc1NC(=O)c1ccc(-n2cncn2)nc1 | 17.0 | 12.2 | 90.4 | 87.1 | -8.3 | -0.1 | 0.7 | 1.23 | 1.1 | 0.9
CCOC(=O)CSc1nc(Cc2ccccc2)nc2ccccc12 | -8.0 | -2.3 | 111.5 | 100.8 | -2.1 | -0.8 | -0.3 | 0.91 | -7.3 | -1.6
Cc1ccc(C(=C2C3C=CC2C2C(=O)NC(=O)C32)c2ccc(C)cc2)cc1 (configuration not stated) | -0.9 | -0.7 | 102.0 | 100.6 | -33.5 | 0.2 | 0.2 | 1.22 | -2.4 | -4.8
COc1ccc(/C(O)=C2/C(=O)C(=O)N(Cc3cccnc3)C2c2ccco2)cc1OC (configuration not stated) | 6.2 | 4.5 | 102.8 | 94.4 | 1.9 | 15.5 | 0.4 | 1.19 | -5.2 | -4.3
Cc1cc(S(=O)(=O)Nc2ccccc2C(=O)O)ccc1Cl | 3.8 | -6.2 | 100.9 | 105.7 | 0.9 | 1.9 | -0.1 | 1.08 | 5.2 | -1.9
FC(F)(F)c1nnc2ccc(NCc3cccnc3)nn12 | 3.4 | -1.1 | 98.4 | 100.0 | -1.2 | -0.3 | -0.1 | 1.16 | 10.2 | -3.4
O=C(NC1CCCc2ccccc21)c1cc(S(=O)(=O)N2CCOCC2)ccc1F (configuration not stated) | 2.9 | -0.6 | 98.6 | 99.1 | -0.8 | -0.1 | -0.3 | 0.99 | 8.1 | 5.6
CCCC(=O)NCCc1ccc(F)cc1 | -3.6 | 4.6 | 110.0 | 95.8 | -7.4 | -13.0 | -0.2 | 1.14 | 5.1 | 0.3
COc1ccc(CCN2C(=O)CC(N3CCN(c4ccccn4)CC3)C2=O)cc1OC (configuration not stated) | 5.1 | -0.2 | 98.5 | 100.2 | 9.7 | 3.1 | -0.2 | 1.01 | -1.3 | -3.7
Cc1nnc(SCC(=O)Nc2sc3c(c2C(=O)c2ccccc2)CCCC3)s1 | 0.3 | 8.5 | 99.7 | 92.4 | -2.7 | 0.0 | -0.3 | 0.71 | 8.7 | -3.5
Cc1ccc(SC(C)C(=O)N2CCCC2)cc1 (configuration not stated) | -5.0 | -1.0 | 108.0 | 100.9 | 3.1 | 0.1 | 0.3 | 0.91 | -21.5 | -0.7
Cc1cccc(C)c1OCC(=O)N/N=C/c1ccc2c(c1)OCO2 | 10.7 | 2.2 | 99.5 | 98.0 | -4.6 | -4.2 | -0.1 | 1.13 | 6.3 | -0.5
O=C(O)c1cc(-c2ccc(/C=C3\NC(=O)N(c4ccc(Cl)cc4)C3=O)o2)ccc1Cl | 5.5 | -2.5 | 99.2 | 101.0 | -1.0 | -0.7 | -0.2 | 1.17 | 11.3 | 2.3
O=C1c2ccccc2C(=O)C12OC2c1cccc2ccccc12 (configuration not stated) | -5.9 | 5.6 | 107.3 | 95.0 | -3.4 | 0.2 | 0.0 | 0.83 | -15.2 | -3.3

Later entries.
SMILES | STAT3 blocker | STAT1 inh | STAT3 activator | STAT1 activator | TLR4 MyD88 comp | DTT redox prof | Hsp70 activator | NF-kB neuron act | APP 5'UTR act | HMGR II inh
CC(CCO)Nc1nc2c(c(=O)n(C)c(=O)n2C)n1Cc1cccc(Br)c1 (configuration not stated) | 1.5 | 4.4 | 101.8 | 95.9 | 4.5 | 1.1 | -0.2 | 0.9 | 6.1 | -1.8
CN1CCN(C(=S)Nc2cccc(S(=O)(=O)N(C)C)c2)CC1 | 7.1 | 1.7 | 103.2 | 96.8 | -2.9 | -0.8 | -0.2 | 0.91 | 3.7 | -3.2
Fc1ccccc1-n1c(-c2ccc3ccccc3n2)n[nH]c1=S | 5.1 | -12.7 | 100.9 | 112.1 | 17.2 | -1.4 | -0.3 | nt | 24.3 | -2.3
CC[C@H](C)NC(=O)CCCCCn1c(=S)[nH]c2c([nH]c3ccc(OC)cc32)c1=O | -5.3 | -0.9 | 107.8 | 100.5 | -7.0 | -0.5 | -0.3 | 1.06 | -1.1 | -3.3
CCOC(=O)Cn1cc(C#N)c2cccc(CC)c21 | 8.8 | -9.8 | 98.4 | 107.1 | -6.1 | -0.4 | 0.0 | 1.13 | -6.6 | -8.6
CCOC(=O)/C=c1\s/c(=C\c2ccccc2OC)c(=O)n1CC(=O)N1CCOCC1 | 8.2 | 2.7 | 96.4 | 97.6 | -0.2 | -0.5 | -0.1 | 0.49 | -8.7 | -4.5
COc1ccc(-c2nnc(-c3cccs3)o2)cc1OC | 18.4 | -53.6 | 87.3 | 149.7* | -8.0 | 2.1 | 0.3 | 2.79 | 115.6 | -4.8
CCOC(=O)c1c(NC(=O)CSc2nnc3c(n2)[nH]c2ccccc23)sc2c1CCN(C)C2 | -0.6 | 0.2 | 104.8 | 99.8 | -2.5 | -7.4 | 0.5 | nt | 20.8 | nt
CCCN(Cc1cc2cccc(C)c2[nH]c1=O)S(C)(=O)=O | -4.9 | 6.4 | 110.5 | 94.1 | -0.1 | 0.8 | -0.5 | 1.19 | -3.9 | 0.8
CCOc1ccc(N(CC(=O)Nc2nccs2)S(=O)(=O)c2c(C)[nH]c(=O)[nH]c2=O)cc1 | -2.7 | -2.7 | 105.6 | 102.2 | 13.6 | -1.8 | 0.0 | 1.06 | 4.7 | -3.7
COc1ccsc1C(=O)N1CCN(Cc2ccc3c(c2)OCO3)CC1 | 6.6 | -5.2 | 98.2 | 104.8 | -2.0 | 0.6 | 0.2 | 1.28 | -7.5 | -5.7
Cc1cc(NC2CCCCC2)n2c(n1)nc1ccccc12 | 8.7 | -4.4 | 98.4 | 103.1 | 0.2 | -0.3 | 0.1 | 5.42* | 8.1 | 0.3
CC(C)(C)C(=O)c1cnc(Nc2ccccc2Cl)s1 | 3.2 | -63.9 | 97.3 | 158.1* | -8.4 | -0.2 | 0.1 | 5.1* | 114.3 | 1.7
O=C(Nc1cccc(Oc2c(F)c(F)c(F)c(F)c2F)c1)N1C[C@@H]2C[C@@H](C1)c1cccc(=O)n1C2 | 9.0 | 5.7 | 100.7 | 94.8 | 13.9 | 2.6 | -0.3 | 1.04 | -0.9&3.4 | -0.9
CCCCN(Cc1ccccc1)c1ncnc2nc[nH]c12 | 2.0 | -22.7 | 97.7 | 118.0 | 3.7 | -0.2 | -0.1 | 1.36 | 45.4 | -8.1
CCOC(=O)c1c(-c2ccc(C)o2)csc1NC(=S)NC(=O)N(C)C | 13.0 | 6.9 | 93.3 | 93.8 | 1.9 | -4.0 | 0.2 | 0.74 | 3.6 | -4.1
COc1ccc(CNC(=O)COC(=O)c2c(-c3c(F)cccc3Cl)noc2C)cc1OC | 11.1 | 9.0 | 93.6 | 91.8 | -25.2 | 0.1 | -0.1 | 1.21 | -9.8 | -4.3
Cc1ccc2[nH]c3c(N4CCN(Cc5ccccc5)CC4)ncnc3c2c1 | 30.5 | 36.3* | 79.1 | 67.0 | 4.3 | -0.8 | -0.3 | 0.31 | 9.0 | 0.8
CC(C)Sc1nc2c([nH]c3ccccc32)c(=O)n1C | -61.2 | 9.9 | 158.5* | 90.6 | 2.4 | -0.5 | -0.3 | 1.19 | 0.5 | -1.4
O=C(NP(=O)(N1CCCC1)N1CCCC1)C1=C(N2CCOCC2)/C(=C/c2cccc([N+](=O)[O-])c2)CC1 | 2.3 | -7.7 | 99.5 | 104.6 | -19.3 | 0.6 | -0.3 | 1.32 | 2.5 | -5.2
O=C(C1COc2ccccc2O1)N1CCN(c2ccccc2Cl)CC1 (configuration not stated) | 6.8 | -0.9 | 98.4 | 102.5 | 2.1 | 0.2 | -0.1 | 1.39 | 9.7 | 0.5
O=C(NCc1ccccn1)C(F)(F)C(F)(F)C(=O)NCc1ccccn1 | -0.5 | 0.5 | 102.0 | 99.5 | -8.6 | 1.3 | -0.2 | 1.53 | -3.6 | -2.7
CCOc1ccccc1C1C(C(=O)OC)=CN(C)C=C1C(=O)OC | 1.0 | -3.5 | 100.8 | 103.2 | -24.4 | 1.2 | -0.1 | 0.88 | -11.5 | -4.3
CCOC(=O)N1CCN(c2nc(-c3cccs3)cc(C(F)(F)F)n2)CC1 | 24.9 | 4.4 | 81.4 | 96.0 | -13.6 | -3.3 | -0.2 | 0.91 | 3.7 | -6.5
Cc1ccc2nc(NCc3ccccc3)c(C=O)c(=O)n2c1 | -0.7 | 5.8 | 99.3 | 94.7 | 1.5 | -0.3 | -0.1 | 1.44 | 15.0 | -1.8
